# Assay outcomes as filed in PubChem BioAssay.
# HCMV inh: qHTS Assay for inhibitors of the human cytomegalovirus (HCMV); HFF cells, HCMV-luciferase reporter, 72 h; active compounds read low; activity change, negative = inhibition, % at 57.5 µM; 410,000 tested, 4.5% active; AID 1259415, 2018; in the data active = activity change below about -60%; inconclusive = no clear call, values can overlap the other calls; inactive = above about -39%
#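 HFF cells seeded 16 h at 37C, treated with compounds, infected with luciferase-reporter HCMV at MOI 1 PFU/cell; luciferase read at 72 h post infection, normalized to buffer-only and Salinomycin controls.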
# Tb PYK inh: qHTS of Trypanosoma Brucei Inhibitors. pyruvate kinase (Trypanosoma brucei), Q57TT1. TbPYK enzyme, Kinase-Glo Plus ATP luminescence, 45 min. Potency, µM (titrated, usually from 76.8 µM), inactives show at the top dose activity, negative = inhibition, usual class: inhibitors. 410,000 tested, 0.12% active. AID 624173, 2012; note: potency is the fitted concentration of half-maximal effect; nearly all actives have a fitted effect of over 50% in size
#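 Luminescence from Kinase-Glo Plus, added after a 45-minute room-temperature reaction, served as the end-point read-out. The enzyme and substrate were preincubated with compound before ADP (130 uM final) initiated turnover. Concentration-effect curves came from normalized qHTS data.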
# AMA1-RON2 inh: qHTS for Inhibitors of AMA1-RON; Towards Development of Antimalarial Drug Lead: Primary Screen. AlphaScreen AMA1-biotinylated RON2 peptide binding. Plasmodium falciparum AMA1 (3D7) - RON2 peptide interaction. Potency, µM (titrated, usually from 58.2 µM), inactives show at the top dose activity change, negative = inhibition, hits mostly inhibitors. 360,000 tested, 0.2% active. AID 720542, 2013;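 note: potency is the fitted concentration of half-maximal effect; 0% = vehicle wells and -100% = peptide control; nearly all actives have a fitted effect of over 45% in size; some results filed as inactive show a strong effect at the top dose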
#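 AMA1 (3D7) with his tag at 25 nM final met compounds first, then biotinylated RON2 peptide at 25 nM; detection used donor plus acceptor beads, 10 µg/mL apiece, read by AlphaScreen after 30 min at room temperature.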
# AmpC detergent: qHTS Inhibitors of AmpC Beta-Lactamase (assay with detergent) | AmpC hydrolysis of nitrocefin, absorbance 480 nm, 0.01% Triton | 370,000 tested, 0.041% active | Potency, µM (highest dose often 114 µM), inactives show at the top dose activity change, negative = inhibition, actives largely listed as inhibitors | P00811;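 note: potency is the fitted concentration of half-maximal effect; 0% = no-compound wells and -100% = no-enzyme wells; nearly all actives have a fitted effect of over 25% in size; some results filed as inactive show a strong effect at the top dose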
# Target sequence (P00811 whole entry, looked up): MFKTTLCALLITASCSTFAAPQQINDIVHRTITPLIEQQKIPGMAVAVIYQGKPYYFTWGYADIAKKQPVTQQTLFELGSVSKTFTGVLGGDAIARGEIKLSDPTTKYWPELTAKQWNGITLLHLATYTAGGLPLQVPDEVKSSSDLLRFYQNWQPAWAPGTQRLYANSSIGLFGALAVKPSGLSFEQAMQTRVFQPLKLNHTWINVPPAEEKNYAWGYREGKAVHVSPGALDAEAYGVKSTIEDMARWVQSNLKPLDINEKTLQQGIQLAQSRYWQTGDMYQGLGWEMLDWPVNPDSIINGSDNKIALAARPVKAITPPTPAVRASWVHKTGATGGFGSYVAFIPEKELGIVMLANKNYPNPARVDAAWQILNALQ
#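 20 mM phosphate pH 7.0 + 0.01% (detergent screen) or 0.0001% Triton X-100; 5.3 nM AmpC reagent; cpd preinc 15 min RT; nitrocefin (800 uM stock) to start; A480 q20 s × 4 min; Activity was normalised to no-enzyme and no-compound control wells.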
# LmPK inhibitor: qHTS Assay for Inhibitors of Leishmania Mexicana Pyruvate Kinase (LmPK); Q27686; purified LmPK, Kinase-Glo ATP luminescence, 1 h; Potency, µM (highest dose often 57.5 µM), inactives show top-dose activity change, negative = inhibition, hits mostly inhibitors; 290,000 tested, 0.37% active; note: potency is the fitted concentration of half-maximal effect
# Target sequence (Q27686 whole entry, looked up): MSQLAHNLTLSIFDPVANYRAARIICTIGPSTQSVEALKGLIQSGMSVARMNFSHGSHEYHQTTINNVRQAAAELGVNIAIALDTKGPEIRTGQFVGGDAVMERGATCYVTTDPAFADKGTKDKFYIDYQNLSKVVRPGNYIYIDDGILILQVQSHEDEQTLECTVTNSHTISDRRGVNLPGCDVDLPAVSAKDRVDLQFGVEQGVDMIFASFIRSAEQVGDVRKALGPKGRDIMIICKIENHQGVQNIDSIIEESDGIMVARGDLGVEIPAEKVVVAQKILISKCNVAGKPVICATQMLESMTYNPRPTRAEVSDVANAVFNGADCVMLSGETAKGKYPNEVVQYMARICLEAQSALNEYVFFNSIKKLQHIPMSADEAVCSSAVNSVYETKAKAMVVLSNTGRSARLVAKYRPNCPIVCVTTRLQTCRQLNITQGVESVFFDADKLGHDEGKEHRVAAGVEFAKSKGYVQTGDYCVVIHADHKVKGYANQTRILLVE
#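 Pyruvate kinase activity monitored as ATP production (luciferase luminescence). Conditions: 0.1 nM enzyme, 0.5 mM PEP, 0.1 mM ADP, 1 h, RT; normalized against uninhibited and no-enzyme wells.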
# AmpC inh no detg: qHTS Inhibitors of AmpC Beta-Lactamase (assay without detergent); P00811; Potency, µM (series often up to 57.1 µM), inactives show at the top dose activity change, negative = inhibition, hits mostly inhibitors; 330,000 tested, 0.52% active; AID 485341, 2010; AmpC nitrocefin hydrolysis, absorbance 480 nm, 0.0001% Triton;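 note: potency is the fitted concentration of half-maximal effect; plate controls were no compound for no effect and no enzyme for full effect; nearly all actives have a fitted effect of over 20% in size; some results filed as inactive show a strong effect at the top dose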
#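 AmpC (5.3 nM in the dispensed reagent) in 20 mM phosphate pH 7.0 with 0.01% (detergent screen) or 0.0001% Triton X-100 was preincubated with compounds for 15 min at room temperature. Nitrocefin was then added from an 800 uM solution, and hydrolysis was followed at 480 nm.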
# HCV inh: qHTS Assay for Inhibitors of Hepatitis C Virus (HCV). Potency, µM (top dose mostly 41.8 µM), for the others: at the highest dose activity change, negative = inhibition, usual class: inhibitors. Huh7.5.1 HCVcc-Cre infection, luciferase reporter, 44 h. AID 651820, 2012. 340,000 tested, 3.4% active; note: potency is the fitted concentration of half-maximal effect
#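 Infectious HCV cell culture screen: compound-treated cells (1,000/well, pre-plated 4 h) are infected with HCVcc-Cre at roughly 0.5 moi and grown 44 h. Infection is quantified by luciferase signal after 15 min substrate incubation at room temperature.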
# * = called active by the depositor; ? = inconclusive; / = no result given; [ ] = another dose, or the depositor's remark. Unless noted, calls come from the whole dose curve; as a rule, active = well fitted curve in the direction sought with a large enough effect; inconclusive = small, poorly fitted or top-dose-only effect, or another doubt; inactive = no such curve, though single readings can be large; an effect the other way counts as inactive or inconclusive. Unless noted, % is set by controls: 0 for no effect and ±100 for the full control effect. No enrichment for hits. About 7.5% of those tested had a hit in this group.
SMILES,HCMV inh,Tb PYK inh,AMA1-RON2 inh,AmpC detergent,LmPK inhibitor,AmpC inh no detg,HCV inh
Nc1ccccc1SC(CC(=O)c1ccccc1)c1ccc([N+](=O)[O-])cc1 (stereo not drawn),64,?,-11%,/,/,/,/
COc1ccc([C@H]2CC(=O)c3c(O)cc(O)cc3O2)cc1O,19,-9%,-12%,-3%,3%,-42%,-28%
O=C(O)c1ccc(CNC(=O)c2ccc3c(c2)OCCO3)cc1,11,-2%,-9%,6%,1%,-12%,-1%
N#Cc1nc(-c2ccco2)oc1NCCCn1ccnc1,38,3%,-4%,-2%,3%,-19%,3%
S=c1nn[nH]n1C12CC3CC(CC(C3)C1)C2,/,?,11%,-2%,-17%,-4%,12%
CCN(CC)C(=O)Cn1cc(S(=O)(=O)CC(=O)N2CC(C)OC(C)C2)c2ccccc21 (stereo not drawn),14,-10%,-10%,/,/,/,15%
CC(C)(C)OC(=O)Nc1ccc([C@H](NC(=O)OC(C)(C)C)C(=O)OC(C)(C)C)cc1,7,0%,8%,0%,/,-13%,2%
CCCCC[C@H](C)N1C[C@H](COCc2ccccc2)Oc2cc(N3CC[C@H](O)C3)ccc2S1(=O)=O,-5,0%,-19%,/,/,/,/
CCOP(=S)(OCC)SCCSCC,-22,-1%,24%,0%,/,-21%,?
CC(C)N(Cc1ccccc1)C(=O)c1nc(-c2ccc(Cl)cc2)n2c1CCCCC2,16,1%,/,-5%,/,/,/
CC(C)=CCC[C@H](C)C[C@@H]1CC2=C(C(=O)OC(C)(C)O2)[C@@H](c2ccc(F)cc2)O1,4,4%,1%,/,/,/,/
CCOC(=O)c1c(NC(=O)CSc2nnnn2-c2ccc(OC)cc2)sc(C)c1C,15,?,-3%,1%,6%,-21%,-15%
Cc1noc(C)c1C(=O)OCC(=O)Nc1cc(Cl)ccc1Oc1ccccc1,45,-10%,20%,4%,-1%,-3%,-11%
Clc1ccccc1CSc1nnc(-c2ccccn2)n1Cc1ccco1,32,0%,-12%,-7%,1%,31%,-26%
CCN(CC)C(=O)COC(=O)c1ccc(O)cc1,-9,-5%,19%,-6%,-4%,/,9%
O=C(NCCc1ccccn1)c1cncc(Br)c1,10,34%[activator],-3%,-7%,-3%,-14%,8%
C[C@H]1COc2cccc(N3CCC[C@@H]3CO)c2S(=O)(=O)N1,10,-10%,-4%,/,/,/,/
CCCc1cc(N2CCCC2)n2nc(C)c(-c3ccccc3)c2n1,?,0%,26%,2%,-4%,-10%,?
C=CCn1c(SCC(=O)Nc2ccc3c(c2)OCO3)nnc1-c1ccccc1,-20,-7%,-9%,-13%,2%,-12%,-28%
COc1ccc(O[C@H]2C=C[C@@H](c3ccccc3)O[C@@H]2COC(=O)CC/C(C)=N/O[C@@H](C)CN2CCCCc3nc(C)c(C)cc32)cc1,/,/,/,0%,5%,117%[activator],-6%[8.37 µM]
O=C(/C=C/c1ccc(-c2ccccc2[N+](=O)[O-])o1)c1ccc(Br)cc1,6,-6%,-7%,-1%,3%,-49%,?
Cc1c(CCOC(=O)C23CC4CC(CC(C)(C4)C2)C3)sc[n+]1Cc1ccccc1,17,0%,21%,?,2%,108%[activator],-2%
Cc1ccc(-c2nnc(Nc3ccc(Br)cc3)c3ccccc23)cc1S(=O)(=O)N1CCN(C)CC1,-40,5%,/,-3%,/,/,/
CC1(C(=O)Nc2ccc3c(c2)OCO3)Cc2c(-c3ccc4c(c3)OCO4)ccnc2O1 (stereo not drawn),-3,6%,1%,/,/,/,/
S=c1[nH]nc(CCc2ccccc2)n1Cc1ccccc1,0,4µM*,83%[activator],0%,8.9µM*,-36%,7%
COc1ccc(COC(=O)c2cccc(S(=O)(=O)N3CCN(C(C)=O)CC3)c2)cc1,18,-6%,-8%,-4%,/,233%[activator],-28%
CCO[C@H]1OC(C(=O)NCc2ccccc2)=C[C@@H](C2CCCCC2)[C@@H]1CCCO,8,-8%,-1%,-6%,2%,100%[activator],-10%
O=C(NC(=S)Nc1ccc(S(=O)(=O)N2CCCCC2)cc1)c1ccccc1,-2,-8%,31%[activator],?,8%,-15%,8%
CCOc1ccc(Oc2ccccc2NC(=O)C2=COCCO2)cc1,-6,-1%,-14%,?,/,-5%,?
CCC(=O)OCC(=O)Nc1cc([N+](=O)[O-])ccc1OC,63,6%,6%,-5%,-11%,-5%,2%
COc1ccc(S(=O)(=O)Nc2ccc(N3CCOCC3)cc2)cc1,15,6%,0%,-14%,-2%,-22%,9%
Cc1cccc2c(C(=O)Nc3ccc(Br)cc3)cc(-c3ccccn3)nc12,-32,3%,8%,3%,0%,-21%,5%
CCOC(=O)c1cccc(-c2ccc(C=O)o2)c1,54,-12%,-9%,0%,0%,-3%,-16%
O=C(Cn1nnc2ccccc21)Nc1ccc(Cl)cn1,4,-1%,6%,1%,4%,-26%,0%
NC(=O)C1CCN(CC(=O)NC2CCCc3ccccc32)CC1 (stereo not drawn),12,6%,-9%,-4%,4%,-20%,4%
Cc1ccc(NS(=O)(=O)c2cccc(C(=O)N3CCN(C(=O)c4ccco4)CC3)c2)cc1,0,4%,15%,-7%,/,-15%,-2%
CC(C)(C)Nc1nc(Oc2ccc(=O)n(-c3ccccc3)n2)nc(N2CCOCC2)n1,-15,-5%,-2%,?,0%,11%,4%
CCOc1ccccc1NC(=S)N(CCOC)C1CCN(C(C)=O)CC1,-12,-9%,-18%,-6%,3%,-13%,0%
CN(CC(=O)Nc1ccc(F)cc1)C(=O)COC(=O)c1ccc(-c2ccccc2)cc1,-23,1%,18%,-6%,/,-5%,-9%
CC(C)c1ccc(NC(=S)NC2CCN(Cc3ccccc3)CC2)cc1,-27,0%,-6%,?,-1%,-20%,?
C/C(Nc1ccc(Cl)cc1)=C(/C#N)C(N)=O,37,-9%,5%,0%,12%,-7%,8%
COc1ccc(N=C2O/C(=C/c3sc(=S)n(CC4CCCO4)c3O)N=C2C#N)cc1 (stereo not drawn),?,-11%,41%[activator],5%,-28%,-36%,3%
CCP(=O)(c1cccc([N+](=O)[O-])c1)c1cccc([N+](=O)[O-])c1,-15,-1%,1%,-3%,2%,-1%,2%
O=C(NCCNCc1cccc(Cl)c1)c1ccco1,-5,-11%,21%,/,/,/,9%
C[C@@H]1COC(=O)[C@H](Cc2ccc(F)cc2)CC/C=C/C[C@@H](CC(=O)N[C@@H](CO)Cc2ccccc2)C(=O)N1,10,0%,19%,/,/,297%[activator],3%
O=c1oc2c3c4c(cc2s1)CCCN4CCC3,?,?,14µM*,-12%,16%,-22%,?
O=C(O)c1nc(N2CCCC2)ncc1Cl,6,-1%,2%,0%,7%,-4%,11%
CCOC(=O)N1CCN(C(=O)Cn2ccc3ccccc3c2=O)CC1,6,2%,-7%,-5%,-1%,-1%,8%
CSc1cccc(NC(=O)C2CCN(S(=O)(=O)c3ccc(F)cc3)CC2)c1,-35,1%,-8%,0%,-2%,/,11µM*
COc1ccc(Br)cc1CNc1ccc(O)cc1,-19,1%,?,?,2%,28µM*,?

# Twelve compounds already listed, arranged by molecular weight, low to high.
SMILES,HCMV inh,Tb PYK inh,AMA1-RON2 inh,AmpC detergent,LmPK inhibitor,AmpC inh no detg,HCV inh
C/C(Nc1ccc(Cl)cc1)=C(/C#N)C(N)=O,37,-9%,5%,0%,12%,-7%,8%
O=C(NCCNCc1cccc(Cl)c1)c1ccco1,-5,-11%,21%,/,/,/,9%
COc1ccc(Br)cc1CNc1ccc(O)cc1,-19,1%,?,?,2%,28µM*,?
CCP(=O)(c1cccc([N+](=O)[O-])c1)c1cccc([N+](=O)[O-])c1,-15,-1%,1%,-3%,2%,-1%,2%
CCOC(=O)N1CCN(C(=O)Cn2ccc3ccccc3c2=O)CC1,6,2%,-7%,-5%,-1%,-1%,8%
CC(C)c1ccc(NC(=S)NC2CCN(Cc3ccccc3)CC2)cc1,-27,0%,-6%,?,-1%,-20%,?
CSc1cccc(NC(=O)C2CCN(S(=O)(=O)c3ccc(F)cc3)CC2)c1,-35,1%,-8%,0%,-2%,/,11µM*
CN(CC(=O)Nc1ccc(F)cc1)C(=O)COC(=O)c1ccc(-c2ccccc2)cc1,-23,1%,18%,-6%,/,-5%,-9%
CC(C)(C)Nc1nc(Oc2ccc(=O)n(-c3ccccc3)n2)nc(N2CCOCC2)n1,-15,-5%,-2%,?,0%,11%,4%
COc1ccc(N=C2O/C(=C/c3sc(=S)n(CC4CCCO4)c3O)N=C2C#N)cc1 (stereo not drawn),?,-11%,41%[activator],5%,-28%,-36%,3%
Cc1ccc(NS(=O)(=O)c2cccc(C(=O)N3CCN(C(=O)c4ccco4)CC3)c2)cc1,0,4%,15%,-7%,/,-15%,-2%
C[C@@H]1COC(=O)[C@H](Cc2ccc(F)cc2)CC/C=C/C[C@@H](CC(=O)N[C@@H](CO)Cc2ccccc2)C(=O)N1,10,0%,19%,/,/,297%[activator],3%

# Next section:
SMILES,HCMV inh,Tb PYK inh,AMA1-RON2 inh,AmpC detergent,LmPK inhibitor,AmpC inh no detg,HCV inh
O=C(NC1CCCC1)c1cc(Cl)ccc1[N+](=O)[O-],-30,-8%,-6%,?,2%,-12%,0%
CCCCNC(=O)C1CCN(S(=O)(=O)c2c(C)noc2/C=C\c2ccc(OC)cc2)CC1,8,-6%,24%,?,2%,9%,-3%
O=C(CCc1c[nH]c2ccccc12)Nc1ncccc1O,-6,-7%,0%,1%,-3%,-19%,8%
Cn1c(NC(=O)c2cc(Br)ccc2Cl)cc(=O)n(C)c1=O,4,0%,-4%,2%,5%,-6%,2%
O=C(CCCn1c(=O)c2ccccc2n(Cc2ccccc2)c1=O)NCc1ccco1,-23,0%,1%,4%,7%,14%,-21%
Cc1cc(C)n2nc(C(=O)Nc3nnc(C4CC4)s3)nc2n1,-13,-7%,28%,?,0%,-15%,18%

# Individual results from the list:
# AMA1-RON2 inh with Cc1cc(C)n2nc(C(=O)Nc3nnc(C4CC4)s3)nc2n1 reads 28%
# LmPK inhibitor with O=C(CCc1c[nH]c2ccccc12)Nc1ncccc1O reads -3%
